High-throughput results (PubChem BioAssay)
DUSP3 inh: VHR1 phosphatase inhibitors, primary screen, biochemical, absorbance, uHTS; AID 1654, 2009; recombinant VHR phosphatase, pNPP absorbance; inhibition, % at 13.3 µM; Dual specificity protein phosphatase 3 (Homo sapiens), P51452; 0.52% of 290,000 active; in the data active means inhibition above about 50%; further: some compounds called inactive have numbers as strong as hits
Target sequence (P51452 whole entry, looked up): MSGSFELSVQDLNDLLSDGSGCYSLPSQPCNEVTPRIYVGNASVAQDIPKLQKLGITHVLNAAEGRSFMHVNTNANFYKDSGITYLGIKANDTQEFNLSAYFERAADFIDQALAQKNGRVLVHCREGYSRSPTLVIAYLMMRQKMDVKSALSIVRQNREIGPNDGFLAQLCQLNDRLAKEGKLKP
Yp Topo-I inh: Yersinia pestis topoisomerase I inhibitors, primary screen, biochemical, cleavage product accumulation, plate reader, single point; DNA topoisomerase I (Yersinia pestis CO92); Y. pestis Topo-I cleavage product accumulation; activity, % at 10 µM; 0.064% of 360,000 active; in the data active means activity above about 50%, passing the limit was not always enough; further: inactives centre near 2
CCHFV vOTU inh: CCHFV vOTU protease inhibitors, primary screen, biochemical, Pep-AMC substrate, fluorescence. Crimean-Congo hemorrhagic fever virus L polyprotein viral ovarian tumor (vOTU) protease …. inhibition, % at 11.5 µM. 0.55% of 370,000 active; in the data active means inhibition above about 30%; further: 0% = vehicle wells with enzyme and 100% = no enzyme wells
BoNT A protease: BoNT/A light chain protease inhibitors, primary screen, biochemical, flow cytometry, MLPCN library | Botulinum neurotoxin type A light chain protease (Clostridium botulinum A str. ATCC 3502) | multiplex microsphere protease substrate cleavage | inhibition, % at 10 µM | 0.17% of 360,000 active; further: plate controls were buffer without enzyme for full effect and enzyme alone for no effect
TcdB GH inh: TcdB glycohydrolase inhibitors, primary screen, biochemical, single point, plate reader | Toxin B (Clostridioides difficile), P18177 | TcdB glycohydrolase enzymatic assay | inhibition, % at 9.99 µM | 0.24% of 350,000 active; in the data active means inhibition above about 10%
BH1578 lux ind: inducers of Vibrio cholerae quorum light production without autoinducers, primary screen, BH1578 luxS cqsA deficient, single point; V. cholerae BH1578 lux reporter, luminescence, 6 h; activation, % at 18.7 µM; 0.16% of 350,000 active; AID 588436, 2011; in the data active means activation mostly above about 9.7%, no sharp cut-off; further: not every result past the cut was called active; inactives centre near 0; reference of the scale not given here
SARS 3CLpro inh: SARS-CoV 3CLpro protease inhibitors, primary screen, biochemical, quenched FRET; recombinant SARS-CoV 3CLpro, quenched FRET peptide cleavage; inhibition, % at 6 µM; 0.14% of 290,000 active; in the data active means inhibition above about 12%
Anthrax LF inh2: Bacillus anthracis LF protease inhibitors, primary screen, biochemical, multiplex microsphere, MLPCN library; 0.12% of 360,000 active; multiplex microsphere protease cleavage assay; Lethal factor (Bacillus anthracis), P15917; inhibition, % at 10 µM; AID 588501, 2011; further: plate controls were buffer without enzyme for full effect and enzyme alone for no effect
Target sequence (P15917 whole entry, looked up): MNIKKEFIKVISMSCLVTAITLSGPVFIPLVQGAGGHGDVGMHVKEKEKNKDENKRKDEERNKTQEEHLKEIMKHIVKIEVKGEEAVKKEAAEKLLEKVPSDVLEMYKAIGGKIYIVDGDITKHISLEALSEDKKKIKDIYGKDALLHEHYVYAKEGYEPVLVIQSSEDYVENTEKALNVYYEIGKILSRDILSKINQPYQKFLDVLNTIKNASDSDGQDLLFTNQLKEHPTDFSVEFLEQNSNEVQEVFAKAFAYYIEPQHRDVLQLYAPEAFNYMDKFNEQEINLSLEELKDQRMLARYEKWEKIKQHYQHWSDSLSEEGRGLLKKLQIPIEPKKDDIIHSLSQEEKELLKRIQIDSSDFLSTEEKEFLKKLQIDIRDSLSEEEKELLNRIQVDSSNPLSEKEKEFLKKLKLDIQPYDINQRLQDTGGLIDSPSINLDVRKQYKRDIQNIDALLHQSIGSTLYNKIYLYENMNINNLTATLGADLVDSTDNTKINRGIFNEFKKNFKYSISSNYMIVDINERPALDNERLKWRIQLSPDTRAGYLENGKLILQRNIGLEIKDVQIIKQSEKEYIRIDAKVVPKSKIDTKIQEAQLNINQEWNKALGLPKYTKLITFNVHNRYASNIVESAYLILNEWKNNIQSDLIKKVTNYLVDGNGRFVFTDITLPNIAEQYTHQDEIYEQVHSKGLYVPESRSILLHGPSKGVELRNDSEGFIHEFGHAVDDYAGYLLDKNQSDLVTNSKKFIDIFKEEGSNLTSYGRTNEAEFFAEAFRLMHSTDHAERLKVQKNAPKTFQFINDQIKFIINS
SSB-PriA inh: inhibitors of Klebsiella pneumoniae PriA binding to SSB C-terminal tail, primary screen, biochemical, AlphaScreen. 0.6% of 430,000 active. PriA–SSB C-terminal tail interaction (Klebsiella pneumoniae). AID 1272365, 2023. inhibition, % at 33 µM. AlphaScreen SSBct-PriA binding, biotinylated peptide; in the data active means inhibition mostly above about 37%, no sharp cut-off; inactive means mostly below about 20%;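 further: plate controls were negative control peptide for no effect and reference peptide for full effect; strong numbers were not always called active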
PfHsp40 yeast: rescue of yeast from PfHsp40 toxicity, primary screen, S. cerevisiae, ATP luminescence; AID 504582, 2011; growth rescue, % at 12.5 µM; 0.68% of 340,000 active; S. cerevisiae expressing PfHsp40, growth rescue; in the data active means growth rescue above about 28%, passing the limit was not always enough;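 further: yeast W303a lacking pdr1 and pdr3 grown in galactose medium; growth measured after three days at 30 °C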
* marks the source's active call; other numbers are inactive results; i = inactive; . = no result given. Unless noted, no stated cut-off is given here; in the data, active means inhibition above about 30%; inconclusive means no clear call, values can overlap the other calls; inactive means below that. Some of the compounds tested (hit frequency here may not be typical).

SMILES | DUSP3 inh | Yp Topo-I inh | CCHFV vOTU inh | BoNT A protease | TcdB GH inh | BH1578 lux ind | SARS 3CLpro inh | Anthrax LF inh2 | SSB-PriA inh | PfHsp40 yeast
CCCCn1c(N)c(N(CC(C)C)C(=O)c2ccc(-c3ccc(C(C)=O)cc3)o2)c(=O)[nH]c1=O | . | -3.8 | 2.9 | -4.1 | 0.6 | -4.3 | . | 7.4 | -16.3 | -1.3
N/C(CC(=O)Nc1cc(C(F)(F)F)ccc1Cl)=N\O | 26.9 | -2.2 | -0.3 | 1.0 | 1.2 | i | -0.9 | 17.3 | i | -0.2
Oc1ccccc1C1=NCCNC(C(F)(F)C(F)F)=C1 | 8.5 | 1.3 | 21.3 | 0.0 | . | 1.7 | 4.2 | 1.4 | -2.7 | -1.4
Cn1c(NCc2cccnc2)nc2cc(-c3cccc(C(F)(F)F)c3)sc2c1=O | . | -1.5 | 11.2 | 0.4 | 0.7 | -0.6 | . | 2.6 | . | .
Cc1ccc(C)c(OCC(=O)Nc2ccccc2C(=O)NC2CC2)c1 | -1.9 | -1.5 | -2.6 | 3.4 | 0.2 | -1.9 | 3.5 | 0.0 | -3.1 | 0.1
CN(C)S(=O)(=O)c1ccc(NC(=O)CN2CCCC2c2ccc3c(c2)OCCCO3)cc1 (configuration not stated) | . | 5.6 | 14.1 | 1.0 | 0.9 | i | . | -3.2 | 2.9 | -0.9
Cc1ccc(-n2c(=S)[nH]c3[nH]ncc3c2=O)cc1 | 6.3 | 3.2 | 11.7 | 1.0 | . | -0.4 | 2.7 | -10.6 | -19.6 | 0.6
CC(=O)NN1C(=O)/C(=C\c2ccc(Cl)cc2)SC1=S | 34.0 | -6.7 | 4.8 | -0.1 | 1.0 | -0.3 | 1.5 | -0.1 | 11.0 | -1.6
CCN(C(=O)COC(=O)C1CCN(S(=O)(=O)c2ccc3c(c2)OCCO3)CC1)C1CCCCC1 | . | 32.6 | 4.8 | -1.1 | 0.6 | -2.3 | . | -1.3 | 3.2 | -1.4
COc1ccc(COC(=O)CCNC(=O)c2ccc(Cl)cc2)cc1 | . | 12.7 | -5.8 | -2.6 | 1.2 | -1.1 | . | -3.5 | -9.4 | -1.1
Cc1c(C(=O)NCCc2ccc(S(N)(=O)=O)cc2)cccc1[N+](=O)[O-] | 6.0 | -6.4 | -6.5 | 0.6 | 1.0 | -0.3 | 9.3 | -3.3 | -12.7 | 0.8
COc1ccccc1-c1nnc(SCc2ccccn2)n1C | 16.2 | 1.2 | -17.5 | -1.1 | . | 0.9 | -2.8 | -3.6 | -6.6 | -0.8
CC(C)(C)c1ccc(Oc2ccc(NC(=O)C3CC=CCC3C(=O)O)cc2)cc1 (configuration not stated) | -10.5 | 14.4 | 10.2 | -0.9 | -2.4 | -0.4 | -2.6 | -0.5 | 11.5 | 5.0
Fc1ccc(C2CCCN2Cc2nc(-c3cnccn3)no2)cc1 (configuration not stated) | 5.6 | 0.4 | -2.0 | 0.1 | 0.6 | 1.8 | 3.9 | 0.5 | 2.7 | 0.3
CCOC(=O)c1c(C)[nH]c2cc(Br)c(O)cc12 | -16.6 | -1.2 | -1.0 | 1.0 | . | i | -2.7 | 2.1 | -6.4 | -0.3
COc1ccc(-n2ccnc(SCC(=O)NC3CCCCC3)c2=O)cc1 | 1.3 | 11.2 | . | 0.4 | . | i | 0.1 | -4.0 | -17.7 | 2.1
NC(=O)NC(=O)COC(=O)c1cccc(NS(=O)(=O)/C=C/c2ccccc2)c1 | 10.6 | -2.5 | 1.9 | -0.7 | 0.1 | i | -0.2 | -0.5 | -14.6 | -1.9
CNC(=O)CSc1nnc(COc2ccc(Cl)cc2)n1CCOC | 37.6 | 4.7 | -7.7 | 1.8 | . | -0.2 | -3.5 | 0.8 | -12.1 | 0.8
CCC(C)NC(=O)c1ccc(NC(=O)C2CCCO2)cc1 (configuration not stated) | 18.9 | -9.0 | -8.3 | -0.7 | . | 0.3 | 4.6 | 7.9 | -13.6 | -2.0
Cc1cc(NC(=O)C(C)SCC(=O)Nc2ccc(C(=O)OC(C)C)cc2)no1 (configuration not stated) | . | 7.1 | -5.9 | 0.2 | 1.1 | -0.6 | . | -2.1 | . | .
Cc1nc(C)c(Oc2ccc(Cl)cc2Cl)c(=O)[nH]1 | 20.1 | -7.0 | -6.6 | 0.4 | 0.1 | -1.1 | -5.3 | -2.9 | -2.9 | -0.9
CCn1c(O)c(/C=N/N=C/c2ccc(OC)cc2)c2cc(C3=NNC(=O)CC3)ccc21 | 20.5 | -3.5 | -17.7 | 1.1 | 0.8 | -0.6 | 6.1 | 2.8 | . | 1.2
CN1CCN(S(=O)(=O)c2cccc3nsnc23)CC1 | 3.0 | 9.0 | 18.7 | -0.1 | 0.7 | -0.4 | 1.3 | -7.3 | -10.0 | -0.1
CN1C2CCC1CC(=NO)C2 | 25.6 | 0.8 | -1.3 | -0.1 | 1.0 | 0.2 | 2.2 | 4.8 | -9.0 | 0.6
O=C(COc1ccc(CNC[C@H]2O[C@@H](n3ccc(=O)[nH]c3=O)[C@H](O)[C@@H]2O)cc1)Nc1ccccn1 | . | . | -0.3 | 0.2 | -1.0 | . | . | -4.3 | . | .
CC1(C)CC(=O)C2=C(C1)N(CC1CCCO1)C(=O)NC2(C(F)(F)F)C(F)(F)F (configuration not stated) | -7.5 | -0.3 | -7.0 | -0.8 | -0.3 | i | 0.8 | 1.4 | -12.4 | -0.7
CC(O)[C@H]1CNCCN1CCc1cccc(F)c1 (some centres not stated) | . | 9.8 | -5.2 | -0.4 | 1.5 | 2.2 | . | -5.4 | -3.5 | -0.6
Cc1ccccc1C(=O)N1CCN(S(=O)(=O)c2ccccc2)CC1 | 5.9 | 16.2 | -6.0 | -1.8 | 3.9 | -0.7 | 2.6 | 3.1 | -5.2 | 0.4
CCOc1ccccc1NC(=O)Cc1cccs1 | 12.6 | 3.2 | -13.5 | 2.4 | 0.7 | -0.4 | -2.0 | 1.2 | -6.8 | -0.1
CC(C)[C@H](NC(=O)c1ccccc1)C(=O)OCC(=O)Nc1sccc1C(N)=O | . | 5.5 | 7.4 | 0.4 | 2.0 | i | . | -1.9 | -4.7 | 0.2

Continued, overlapping the part above by 4 compounds.
SMILES | DUSP3 inh | Yp Topo-I inh | CCHFV vOTU inh | BoNT A protease | TcdB GH inh | BH1578 lux ind | SARS 3CLpro inh | Anthrax LF inh2 | SSB-PriA inh | PfHsp40 yeast
CC(O)[C@H]1CNCCN1CCc1cccc(F)c1 (some centres not stated) | . | 9.8 | -5.2 | -0.4 | 1.5 | 2.2 | . | -5.4 | -3.5 | -0.6
Cc1ccccc1C(=O)N1CCN(S(=O)(=O)c2ccccc2)CC1 | 5.9 | 16.2 | -6.0 | -1.8 | 3.9 | -0.7 | 2.6 | 3.1 | -5.2 | 0.4
CCOc1ccccc1NC(=O)Cc1cccs1 | 12.6 | 3.2 | -13.5 | 2.4 | 0.7 | -0.4 | -2.0 | 1.2 | -6.8 | -0.1
CC(C)[C@H](NC(=O)c1ccccc1)C(=O)OCC(=O)Nc1sccc1C(N)=O | . | 5.5 | 7.4 | 0.4 | 2.0 | i | . | -1.9 | -4.7 | 0.2
CCCc1cc(=O)oc2cc(OCC(=O)N3CCN(C(=O)C4COc5ccccc5O4)CC3)ccc12 (configuration not stated) | 12.9 | 12.4 | 4.6 | -1.5 | 1.3 | -0.4 | 3.9 | 0.4 | -5.0 | 3.7
Cc1sc2nc(C3CC3)nc(N3CCN(C(=O)c4ccccc4F)CC3)c2c1C | -14.9 | 26.9 | -0.6 | 1.9 | 0.8 | -0.3 | -0.1 | 1.6 | 15.2 | 1.1
Cc1ccsc1CN(C(=O)c1ccc([N+](=O)[O-])cc1)C1CCS(=O)(=O)C1 (configuration not stated) | 20.2 | 1.6 | 5.5 | 0.2 | -0.3 | i | -8.5 | -0.9 | 5.2 | -0.2
O=C(NCCc1ccccc1F)C1CCCN1S(=O)(=O)c1ccccc1 (configuration not stated) | 27.0 | 9.9 | -14.1 | -0.1 | 1.3 | -0.5 | 4.4 | 1.4 | 2.5 | -0.3
Cc1ccccc1NC(=O)CSc1nnc(CNC(=O)c2ccc3c(c2)OCO3)n1C | 25.9 | 0.7 | 8.9 | 1.2 | 0.9 | -0.3 | -4.3 | 0.2 | -9.1 | 0.3
COc1ccc(S(=O)(=O)N2CCCCCC2)cc1C(=O)NCCOc1ccc(C)cc1 | . | 19.9 | -16.2 | -1.3 | 2.9 | i | . | 3.5 | -1.2 | 5.4
S=C(NCCCN1CCOCC1)N1CCOCC1 | 15.5 | -0.6 | 3.4 | 0.2 | -0.3 | -0.5 | -1.3 | 1.5 | -7.5 | 0.0
CCc1nc2ccc(C(=O)N(C)CCN(C)C)cn2c1N(CC)CCOC | . | 0.7 | -4.7 | -0.5 | 0.3 | i | . | 2.0 | . | .
CC(C)CC(=O)Nc1nnc(SCC(=O)Nc2nccs2)s1 | 30.6 | -1.8 | -1.1 | 0.5 | 1.3 | i | -2.7 | -3.4 | -10.8 | 0.3
CCCNC(=O)c1cccc(COCC(F)(F)C(F)F)c1 | -12.6 | -10.4 | 8.6 | -1.7 | 1.1 | 0.0 | 2.7 | -1.5 | -2.4 | -0.7
CCCCC(=O)N/N=C/c1c(O)n(C2CC2)c(=S)[nH]c1=O | -3.9 | 5.1 | 14.0 | -1.0 | -4.5 | i | 1.8 | -2.7 | . | -0.6
CN1C(=O)NC(c2cccc(F)c2)C2=C1CC(C)(C)CC2=O (configuration not stated) | . | 4.3 | -6.5 | -3.1 | 1.1 | i | 4.9 | -0.8 | 8.2 | 0.1
CC1Oc2ccccc2N(CC(=O)N2CCCc3ccccc32)C1=O (configuration not stated) | 25.0 | 1.9 | 6.2 | 11.4 | 3.9 | -0.2 | 5.0 | -16.5 | -11.3 | -1.2
CCN(c1ccccc1)S(=O)(=O)c1ccc(C(=O)NNC(=O)c2ccccc2F)cc1 | . | -1.2 | 6.4 | 0.3 | -1.1 | i | . | 0.7 | -6.2 | 0.5
COc1ccc2c(CC(=O)Nc3ccc(N4CCOCC4)cc3)coc2c1 | -8.6 | -2.5 | 13.8 | -0.4 | 1.1 | 0.2 | -2.7 | -5.9 | -12.7 | -1.2
CC(=NNC(=S)N1CCCCC1)c1cccc(C)n1 | . | 4.4 | -11.6 | 10.8 | -0.2 | 1.9 | . | 12.7 | -7.4 | -0.5
COc1ccc(NC2CC(=O)N(C(C)C)C2=O)cc1 (configuration not stated) | -8.6 | -4.4 | -10.0 | 0.5 | 1.1 | -1.6 | -4.3 | -12.5 | 9.0 | 0.6
CS(=O)(=O)NCCCNc1ccc(Cl)cc1[N+](=O)[O-] | 19.0 | -8.3 | 1.9 | 1.1 | . | -2.9 | 4.8 | 1.3 | -6.3 | 1.7
CN(C)n1cccc1/C=C(\C#N)S(=O)(=O)c1ccc(Cl)cc1 | 8.4 | 19.0 | 16.6 | -0.5 | -0.3 | i | -1.4 | 4.7 | -19.4 | 48.9*
CCc1nnc(NC(=O)CSc2nnc(-c3ccc(OC)cc3)n2C)s1 | -1.5 | 6.7 | 0.6 | -0.7 | . | -0.4 | 1.2 | -3.8 | 3.0 | -0.8
